GLP-1R agonist – activates the human GLP-1 receptor; HEK293 GLP-1R CRE-luciferase, luminescence, 4-6 h; cells express a hypersensitive GLP-1R form; Potency, µM (top dose mostly 45.6 µM), inactives show at the highest dose activation, actives largely listed as activators; actives 0.007% (n = 380,000); AID 624172; also: potency is read from the fitted curve at half-maximal effect; % of control where 0% means no effect
Target sequence (P43220 whole entry, looked up): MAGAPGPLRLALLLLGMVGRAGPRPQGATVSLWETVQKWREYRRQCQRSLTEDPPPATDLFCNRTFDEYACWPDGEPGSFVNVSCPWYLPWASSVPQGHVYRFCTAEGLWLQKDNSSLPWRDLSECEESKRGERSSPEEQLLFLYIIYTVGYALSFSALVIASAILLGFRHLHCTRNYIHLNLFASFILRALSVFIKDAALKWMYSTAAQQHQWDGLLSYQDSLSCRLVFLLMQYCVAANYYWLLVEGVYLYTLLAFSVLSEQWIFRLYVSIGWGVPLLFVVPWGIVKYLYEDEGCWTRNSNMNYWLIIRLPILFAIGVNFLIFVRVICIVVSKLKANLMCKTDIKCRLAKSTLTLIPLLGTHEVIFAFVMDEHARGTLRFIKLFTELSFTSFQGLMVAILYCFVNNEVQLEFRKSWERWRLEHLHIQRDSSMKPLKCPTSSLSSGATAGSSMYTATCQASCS
DRD3 antagonist – D3 dopamine receptor (human) antagonism; P35462; D3R cells, DiscoveRx beta-arrestin luminescence, antagonist mode; hits give low values; max response, negative = inhibition, %; actives 2.5% (n = 360,000); AID 652054; in the data active = max response below about -50%; inconclusive = no clear call, values can overlap the other calls; also: % is scaled to controls: 0 for no effect and ±100 for the full control effect; mostly tested at two doses, the higher about 12 µM
Target sequence (P35462 whole entry, looked up): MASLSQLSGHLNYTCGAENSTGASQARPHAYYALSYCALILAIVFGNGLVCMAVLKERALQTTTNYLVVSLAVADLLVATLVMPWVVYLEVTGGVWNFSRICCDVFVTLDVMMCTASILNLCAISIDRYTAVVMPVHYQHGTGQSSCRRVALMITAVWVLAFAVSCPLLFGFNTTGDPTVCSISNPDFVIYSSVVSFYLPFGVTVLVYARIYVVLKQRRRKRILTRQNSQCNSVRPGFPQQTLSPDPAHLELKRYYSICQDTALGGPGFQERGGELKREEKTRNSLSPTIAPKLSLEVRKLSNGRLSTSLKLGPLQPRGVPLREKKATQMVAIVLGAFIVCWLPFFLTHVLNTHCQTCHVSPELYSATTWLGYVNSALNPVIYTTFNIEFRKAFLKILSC
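Cells plated overnight at 1500 cells/well, then exposed to library compounds with dopamine controls for 90 minutes at 37 degrees C. DiscoveRx reagent added for 30–60 minutes at room temperature; luminescence read, quantitative HTS format.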
KB-V1 MDR tox – KB-V1 MDR subline cytotoxicity. actives 3.4% (n = 400,000). Potency, µM (series often up to 46.1 µM), for inactives: at the top dose activity change, negative = cytotoxicity, actives largely listed as cytotoxic. KB-V1 MDR cells viability, CellTiter-Glo, 72 h; also: potency is read from the fitted curve at half-maximal effect; % is scaled to controls: 0 for no effect and ±100 for the full control effect; nearly all actives have a fitted effect of over 60% in size
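Compound-treated KB-V1 multidrug-resistant cells, 72 h, 37 degrees C; viability by CellTiter-Glo. Fitted qHTS curves give the values.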
KB-3-1 tox – KB-3-1 parental cell cytotoxicity. actives 1.4% (n = 400,000). Potency, µM (series often up to 46.1 µM), without a hit: top-dose activity change, negative = cytotoxic, most hits filed as cytotoxic. KB-3-1 viability, CellTiter-Glo ATP luminescence, 72 h; also: potency is read from the fitted curve at half-maximal effect; % is scaled to controls: 0 for no effect and ±100 for the full control effect; nearly all actives have a fitted effect of over 60% in size
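Cytotoxicity in the drug-sensitive parental line KB-3-1 was scored as loss of CellTiter-Glo luminescence following 72 h incubation with compound. Values come from curve fitting of normalized concentration-response data.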
IL1B secr inh – inflammasome signaling inhibition, IL-1 beta readout; activity change, % at 57.5 µM; THP-1 LPS/ATP IL-1B secretion, AlphaLISA, 16 h; hits give low values; actives 4.7% (n = 360,000); AID 743279; in the data active = activity change below about -50%; inconclusive = mostly about -30% to -49%; also: % is scaled to controls: 0 for no effect and ±100 for the full control effect
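THP-1 cells pretreated 1 hr with compounds (up to 57.5 uM final), then stimulated with LPS (250 ng/mL final) plus ATP (1.25 mM final); secreted IL-1B measured by AlphaLISA after 16 hr, decreased signal indicating inhibition.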
SW480 rerep – DNA re-replication induction in SW480 cells; SW480 DNA re-replication, Hoechst DNA content imaging, 48 h; Potency, µM (highest dose often 46.1 µM), for inactives: top-dose re-replication activation, most hits filed as activators; actives 1.8% (n = 340,000); also: potency is read from the fitted curve at half-maximal effect; % of control where 0% means no effect; nearly all actives have a fitted effect of over 55% in size
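Compounds, transferred as 23 nL by pin tool, were incubated with cells for 48 hr; DNA content per nucleus was then quantified by Hoechst staining and fluorescence plate imaging.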
HT1080 IDH1KD tx – toxicity to HT-1080 IDH1 knockdown cells (counter line); HT-1080 IDH1 knockdown viability, ATP luminescence, 48 h; Potency, µM (doses to about 46.1 µM), for the others: top-dose activity, negative = toxicity, hits mostly cytotoxic; actives 2% (n = 360,000);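 also: potency is read from the fitted curve at half-maximal effect; 0% = DMSO wells and -100% = cell-free medium wells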
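Using the IDH1-knockdown HT-1080 line run in the same batch and compound series as the NT line, viability after 48 h at 37 °C was determined by CellTiter-Glo luminescence and expressed as % activity.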
DRD3 agonist – activates the human D3 dopamine receptor | P35462 | D3R DiscoveRx beta-arrestin cells, luminescence, 90 min | max activation, % | actives 0.58% (n = 410,000) | AID 652048; in the data active = max activation above about 30%; also: 0% is about no effect; mostly tested at two doses, the higher about 12 µM
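Agonist mode: compounds and dopamine controls were applied to plated cells for 90 min at 37 degrees C after an overnight attachment at 1500 cells/well. Luminescent read-out followed 30 - 60 minutes at room temperature with DiscoveRx detection reagent.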
HT1080NT lethal – kills 2HG-producing HT-1080-NT fibrosarcoma cells; HT-1080-NT fibrosarcoma viability, CellTiter-Glo ATP luminescence, 48 h; Potency, µM (series often up to 46.1 µM), for inactives: at the highest dose activity, negative = less viability, hits mostly cytotoxic; actives 1.6% (n = 360,000);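 also: NT is the 2HG producing partner of a matched IDH1 knockdown line; potency is read from the fitted curve at half-maximal effect; 0% = DMSO-treated cells and -100% = media-only wells without cells; nearly all actives have a fitted effect of over 55% in size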
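Luminescent CellTiter-Glo readout after 48 hours of compound exposure at 37 degrees C defined viability of HT-1080-NT cells. Activity was normalized to DMSO wells and cell-free media wells; concentration-response curves were fitted and assigned curve classes.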
* hit, by the source's call; i = inactive; ? = inconclusive; . = not tested or not shown; [ ] = dose if it differs, or a comment. Unless noted, calls follow the shape of the dose curve; as a rule, active = well fitted curve in the direction sought with a large enough effect; inconclusive = small, poorly fitted or top-dose-only effect, or another doubt; inactive = no such curve, though single readings can be large; an effect the other way counts as inactive or inconclusive.

SMILES | GLP-1R agonist | DRD3 antagonist | KB-V1 MDR tox | KB-3-1 tox | IL1B secr inh | SW480 rerep | HT1080 IDH1KD tx | DRD3 agonist | HT1080NT lethal
Cc1cc(OC(C)C(=O)NCC2CCC(C(=O)O)CC2)c2c(C)c(Cc3ccccc3)c(=O)oc2c1 (centres undefined) | -2% | 6 | 5% | 0% | 25 | 4% | -13% | -7 | -2%
COc1ccc2occ(C(=O)c3coc4ccc(O)c(CN(C)C)c34)c2c1 | -13% | 36 | ? | -7% | -2 | ? | -16% | 8 | -3%
CC(C)C[C@H](NC(=O)N1CCn2c1nc1ccccc12)C(=O)N[C@H](Cc1ccccc1)C(=O)O | 3% | 5 | -20% | 0% | 4 | -12% | 2% | -1 | 10%
CCOc1cc(C(=O)Nc2cc(=O)n(C)c(=O)n2C)cc(OCC)c1OCC | 1% | 5 | 5% | 5% | -8 | -5% | 6% | -16 | 2%
COc1ccc(CCNC(=O)Cc2ccccc2)cc1OC | 15% | 0 | 0% | 21% | -1 | ? | 7% | 6 | -4%
CCOC(=O)c1sc(=S)n(-c2cccc(OC)c2)c1N | -2% | -23 | ? | 12% | -10 | -6% | 9% | 1 | 7%
CCOC(=O)c1[nH]c(C)c(C(=O)N(C)C)c1C | 7% | -19 | 4% | 5% | 4 | -9% | 3% | 0 | 10%
Cc1nc(C(F)(F)F)ccc1C(=O)N1CCCCCC1(C)C(=O)NCC(C)C (centres undefined) | -7% | 15 | 11% | 0% | 36 | . | ? | 6 | 8%
CC(=O)Cc1nsc(Nc2ccccc2)n1 | 3% | 4 | 0% | 6% | 15 | -12% | -1% | -1 | -3%
O=CN1CCN(C(=O)Cc2ccc([N+](=O)[O-])cc2)CC1 | -1% | 6 | -2% | 1% | 23 | -8% | 16% | 5 | 3%
Cc1nnc(SCC(=O)Nc2cccc(C(F)(F)F)c2)n1Cc1ccco1 | 3% | 42 | -12% | ? | 48 | 3%[9.22 µM] | 4% | 2 | 1%
O=C(CCn1cnc(-c2ccccc2)c1-c1ccccc1)N/N=C/c1ccccc1O | 24% | -1 | 0% | ? | 230 | 9.2µM* | 15µM* | 2 | 13µM*

A different layout for some results above:
Every second line gives: GLP-1R agonist | DRD3 antagonist | KB-V1 MDR tox | KB-3-1 tox | IL1B secr inh | SW480 rerep | HT1080 IDH1KD tx | DRD3 agonist | HT1080NT lethal
CCOc1cc(C(=O)Nc2cc(=O)n(C)c(=O)n2C)cc(OCC)c1OCC
 : 1% | 5 | 5% | 5% | -8 | -5% | 6% | -16 | 2%
COc1ccc(CCNC(=O)Cc2ccccc2)cc1OC
 : 15% | 0 | 0% | 21% | -1 | ? | 7% | 6 | -4%

(more compounds)
SMILES | GLP-1R agonist | DRD3 antagonist | KB-V1 MDR tox | KB-3-1 tox | IL1B secr inh | SW480 rerep | HT1080 IDH1KD tx | DRD3 agonist | HT1080NT lethal
COc1ccc(CC(=O)Nc2ccccc2N2CCCCC2)cc1OC | 14% | 8 | ? | 0% | . | -26% | -14% | 8 | -2%
CCOC(=O)C(=O)NNc1ccc(C)cc1 | -3% | 4 | 5% | 8% | i | 3% | -2% | 5 | ?
Cc1ccc(C)c(-n2c3nc(=O)n(C)c(=O)c-3cc3ccccc32)c1 | -4% | -27 | -10% | -1% | 12 | 1% | -3% | -14 | -10%
O=C(CSc1nccn1-c1ccc(F)cc1)NCc1ccc2c(c1)OCO2 | -15% | -7 | 29% | 8% | -15 | -2% | 5% | -1 | -3%
CCCCCOC(=O)c1c(N)n(CCOC)c2nc3ccccc3nc12 | -1% | 54 | 0% | -1% | ? | -2% | -13% | 3 | -5%
c1ccc(-c2nnc(SCC3CCCO3)nc2-c2ccccc2)cc1 (centres undefined) | 16% | -2 | -9% | -6% | -12 | -1% | -12% | 0 | -1%
Cc1ccc(NC(=O)c2nc[nH]c2C(=O)NCc2ccccc2)cc1 | -2% | 12 | -30% | 7% | -15 | -2% | 1% | 11 | -2%
Oc1ccc(N=Nc2ccc3ccccc3c2)cc1 | 2% | -19 | 8% | -3% | ? | -10% | -20% | 2 | 5%
COC(=O)c1scc(C)c1NC(=O)C(Cl)c1ccccc1 (centres undefined) | -1% | -4 | ? | -1% | 20 | 1% | 9% | -7 | 12%
Cc1ccc(-c2nc(NCCCO)c3ccccc3n2)cc1 | 26% | -4 | ? | -1% | ? | 3% | ? | 0 | ?
COc1ccccc1/C=N/NC(=O)C(NC(=O)c1ccccc1)=C(C)C | -7% | -17 | -11% | 9% | -10 | 6% | -2% | -4 | 2%
CCOc1ccc(N(CC(=O)Nc2cccc(Br)c2)S(C)(=O)=O)cc1 | 1% | -4 | ? | -11% | -9 | -6% | 3% | 2 | -1%

One compound at a time (already shown). Order of values: GLP-1R agonist	DRD3 antagonist	KB-V1 MDR tox	KB-3-1 tox	IL1B secr inh	SW480 rerep	HT1080 IDH1KD tx	DRD3 agonist	HT1080NT lethal
COc1ccccc1/C=N/NC(=O)C(NC(=O)c1ccccc1)=C(C)C is entered as -7%	-17	-11%	9%	-10	6%	-2%	-4	2%
CCOc1ccc(N(CC(=O)Nc2cccc(Br)c2)S(C)(=O)=O)cc1 is entered as 1%	-4	?	-11%	-9	-6%	3%	2	-1%
CCOC(=O)C(=O)NNc1ccc(C)cc1 is entered as -3%	4	5%	8%	i	3%	-2%	5	?
COC(=O)c1scc(C)c1NC(=O)C(Cl)c1ccccc1 (centres undefined) is entered as -1%	-4	?	-1%	20	1%	9%	-7	12%
c1ccc(-c2nnc(SCC3CCCO3)nc2-c2ccccc2)cc1 (centres undefined) is entered as 16%	-2	-9%	-6%	-12	-1%	-12%	0	-1%

Remaining list, next part
SMILES | GLP-1R agonist | DRD3 antagonist | KB-V1 MDR tox | KB-3-1 tox | IL1B secr inh | SW480 rerep | HT1080 IDH1KD tx | DRD3 agonist | HT1080NT lethal
CC(C(=O)O)N1C(=O)C2C3c4ccccc4C(c4ccccc43)[C@@H]2C1=O (some centres undefined) | -4% | 5 | -9% | 13% | 0 | 11% | 5% | 3 | 2%
Cc1ccc(C(C)NC(=O)c2ccco2)cc1 (centres undefined) | 9% | 18 | -20% | -9% | -4 | -9% | 1% | 7 | 3%
Cc1cc(/C=C2\Cc3ccccc3C2=O)c(C)n1-c1ccccc1 | 2% | 17 | 3% | -16% | -62* | ? | 0% | -9 | -3%
O=C(N/N=C\c1cccnc1)c1ccc(Br)s1 | 10% | -6 | -5% | ? | i | -29% | -14% | -7 | -21%
Cc1ccc([C@H]2C(C(=O)O)=CC[C@@H](c3ccc4c(c3)OCO4)N2S(=O)(=O)c2ccc(C)cc2)cc1 | -4% | 2 | 0% | 0% | 4 | -5% | -6% | 11 | -16%
O=c1cc(NCc2ccco2)c2ccccc2o1 | ? | ? | 0% | -6% | -12 | 1% | 6% | 2 | 10%
C=CCNC(=S)NCC1COc2ccccc2O1 (centres undefined) | 5% | -7 | -17% | -1% | 2 | -7% | 4% | -5 | 2%
COC(=O)c1ccc2[nH]c(C3(O)CCCCC3)c(C)c2c1 | 1% | 17 | 0% | 9% | -7 | 4% | -1% | 5 | -1%
Cc1c(C(N)=O)sc2ncn(CCOc3ccccc3)c(=O)c12 | 16% | -9 | ? | 3% | 14 | -9% | -11% | -4 | -10%
CCCNC(=O)C1(C)CCN(C(=O)c2cccc(C#N)c2)C1 (centres undefined) | -7% | 23 | 4% | 0% | 182 | . | 33% | 3 | 28%
CCOC(=O)Cn1c(=O)oc2cc(S(=O)(=O)NCCCc3ccccc3)ccc21 | -2% | 2 | 7% | 11% | -5 | 1% | -2% | 8 | -1%
COc1ccc(-n2c(=O)c3c4c(sc3n(CC(=O)NC3CCCC3)c2=O)CCCC4)c(OC)c1 | 3% | 0 | -1% | -2% | ? | -15% | -4% | -6 | 4%
O=C(NC1CCCCC1)C(c1ccco1)N(Cc1ccco1)C(=O)c1ccco1 (centres undefined) | -3% | ? | -1% | -3% | 0 | -7% | -8% | -12 | -17%
Cc1ccc(C)n1-c1ccc(-c2ccnc(N)n2)cc1 | 3% | -3 | ? | 14% | -83* | ? | -1% | -3 | -5%
COc1ccc(C(C(=O)NC2CCCCC2)N(C(=O)CCCC(=O)Nc2ccccn2)c2ccc3c(c2)OCCO3)cc1 (centres undefined) | -2% | -15 | -20% | 2% | -6 | -2% | -4% | -10 | 4%
CC(NC(=O)C(NS(=O)(=O)c1cccs1)C(C)C)c1ccc(S(N)(=O)=O)cc1 (centres undefined) | 3% | 5 | 1% | 1% | 12 | -13% | 3% | 2 | 1%
COC(=O)c1ccc(COC(=O)c2ccccn2)cc1 | -8% | 11 | 1% | 1% | 14 | 0% | 11% | -17 | 21%
CCN(C[C@H]1N[C@@](Cc2ccccc2)(C(=O)OC)[C@H]2C(=O)N(C)C(=O)[C@@H]12)C(=O)c1ccc(C)cc1 | -1% | -5 | 0% | 0% | -16 | 18% | 12% | 1 | 16%
O=C(CN1C(=O)NC2(CCc3ccccc32)C1=O)Nc1ccccc1Cl (centres undefined) | -3% | -12 | -2% | -1% | 2 | -6% | -5% | -4 | -6%
COc1ccc(/C=N\NC(=O)c2ccc(F)cc2)cc1COc1ccccc1C(N)=O | -17% | -16 | 0% | 8% | i | -6% | -1% | 0 | -5%
CCOC(=O)C(CCCCC(NC(C)=O)(C(=O)OCC)C(=O)OCC)(NC(C)=O)C(=O)OCC | -2% | -1 | 18% | 3% | 0 | -14% | 16% | 6 | 21%
